GAA glycogen mod = alters human alpha-glucosidase cleavage of glycogen; recombinant GAA, glycogen substrate, Amplex Red glucose oxidase fluorescence; P10253; Potency, µM (top dose mostly 76.4 µM), without a hit: at the highest dose activity change, negative = inhibition, most hits filed as inhibitors; hit rate 0.38% among 300,000;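 further: 0% = full enzyme reaction and -100% = no-enzyme basal signal; the screen sought inhibitors and activators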
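Recombinant human alpha-glucosidase (4 nM final) hydrolysed bovine liver glycogen (30 ug) for 40 min at 37 C in pH 5.0 citrate/phosphate with 0.01% Tween-20. Released glucose detected by glucose oxidase/Amplex Red, Ex 573/Em 610 nm. Compounds up to 77 uM; AC50 from Hill fits.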
GoLoco inh red = blocks human Gai1 binding to RGS12 GoLoco peptide, red readout; Gai1:RGS12 GoLoco peptide FP, rhodamine, 10 min; Potency, µM (highest dose often 61.6 µM), without a hit: at the top dose activity, negative = inhibition, most hits filed as inhibitors; hit rate 0.44% among 230,000; active means well fitted inhibition curve with a large enough effect, not every such curve was filed as active; inactive means no such curve, though single readings can be large or run the other way; further: on the % scale 0 is the no-effect control and ±100 the full control effect; nearly all actives have a fitted effect of over 30% in size; many of its hits are not listed in these tables
Target sequence (P63096 whole entry, looked up): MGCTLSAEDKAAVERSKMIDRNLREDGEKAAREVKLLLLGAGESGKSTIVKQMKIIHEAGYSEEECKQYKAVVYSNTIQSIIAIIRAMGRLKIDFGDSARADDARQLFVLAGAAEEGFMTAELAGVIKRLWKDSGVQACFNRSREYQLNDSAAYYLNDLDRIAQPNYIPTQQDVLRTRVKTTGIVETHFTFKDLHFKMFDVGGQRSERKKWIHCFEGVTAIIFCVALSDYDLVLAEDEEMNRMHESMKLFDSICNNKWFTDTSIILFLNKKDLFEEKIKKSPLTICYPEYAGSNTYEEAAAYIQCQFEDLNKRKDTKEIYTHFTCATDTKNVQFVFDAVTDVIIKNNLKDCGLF
IMPase Li cell = membrane-permeable IMPase blocker, potentiated with lithium; CHO-M1 cells, IP1 TR-FRET (IP-One), carbachol + lithium; Potency, µM (doses to about 59.4 µM), inactives show at the highest dose activity, negative = IMPase inhibition, actives largely listed as inhibitors; hit rate 0.35% among 210,000; AID 1457;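 further: IP1 builds up when IMPase is blocked and the TR-FRET signal falls; plate controls were basal vehicle for no effect and high inhibitor control for full effect; nearly all actives have a fitted effect of over 50% in size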
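Lithium-sensitised IP1 accumulation assay; M1-expressing CHO cells treated 30 min at 37C with compound. Competitive antibody detection by time-resolved FRET followed a 10 min room-temperature lysis step.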
GAA inhib = blocks human lysosomal alpha-glucosidase; Potency, µM (titrated, usually from 76.9 µM), without a hit: at the top dose activity change, negative = inhibition, hits mostly inhibitors; P10253; hit rate 0.005% among 200,000; purified human GAA, 4-MU-alpha-glucoside fluorescence;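 further: plate controls were uninhibited enzyme wells for no effect and no-enzyme background for full effect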
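Endpoint fluorogenic read: 20 min room-temperature reaction of 4 nM human alpha-glucosidase with 400 uM 4-methylumbelliferyl-alpha-D-pyranoside, pH 5.0, quenched with 1M NaOH/1M glycine pH 10. AC50 from Hill modeling.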
HTT cytoprotect = Huntington cell model cytoprotection by ATP luminescence | PC12 HTT-Q103 induced, cytoprotection, ATP luminescence, 40 h | Potency, µM (doses to about 56.4 µM), for inactives: cytoprotection (ATP increase), hits mostly activators | hit rate 0.14% among 230,000 | AID 1471;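 further: % of control where 0% means no effect; nearly all actives have a fitted effect of over 45% in size; toxic huntingtin expression switched on by the ecdysone agonist tebufenozide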
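Quantitative HTS on tebufenozide-induced (100 nM) PC12 cells expressing HTTQ103 exon 1–GFP; compounds tested as a concentration series; survival measured via cellular ATP.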
GAA spleen mod = lysosomal alpha-glucosidase (human) modulation. P10253. Potency, µM (series often up to 79.9 µM), for inactives: at the highest dose activity change, negative = inhibition, usual class: inhibitors. hit rate 0.006% among 240,000. human spleen homogenate, 4-MU-alpha-glucoside fluorescence;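 further: 0% = enzyme with vehicle and -100% = no enzyme basal signal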
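AC50 values come from Hill-equation fits of concentration-response data, normalized to no-enzyme and full-activity controls. Enzyme source: 1 ug human spleen homogenate; 1 mM fluorogenic 4-MU glucoside, pH 5.0 citrate buffer, 37 C, 40 min.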
HTT aggregate = reduces HttQ103-GFP aggregates in PC12 cells; PC12 HttQ103-GFP aggregates, Acumen cytometry, 40 h; Potency, µM (top dose mostly 46.1 µM), for the others: at the top dose activity change, negative = inhibition, most hits filed as inhibitors; hit rate 1.1% among 220,000; AID 1688; further: on the % scale 0 is the no-effect control and ±100 the full control effect; nearly all actives have a fitted effect of over 60% in size
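Read-out: GFP aggregate count by laser scanning cytometer (488 nm excitation, 500-530 nm emission, 1–25 µm objects >6 SD above background). Cells: PC12, inducible HTTex1-Q103-GFP, 100 nM tebufenozide; compounds titrated.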
Numbers without * were called inactive; u = inconclusive; x = no result given; [ ] = dose if it differs, or a comment. Unless noted, the call rests on the fitted dose curve; in most records, active means well fitted curve in the direction sought with a large enough effect; inconclusive means small, poorly fitted or top-dose-only effect, or another doubt; inactive means no such curve, though single readings can be large; an effect the other way counts as inactive or inconclusive. Potency means the concentration at half of the fitted maximal effect. Only part of the results is shown. The share of hits here may be higher or lower than overall.

compound	GAA glycogen mod	GoLoco inh red	IMPase Li cell	GAA inhib	HTT cytoprotect	GAA spleen mod	HTT aggregate
CC(C)COc1ccc(-c2nnc(-c3ccncc3)o2)cc1	6%	-7%	-9%[38.3 µM]	-11%	-6%[10 µM]	-2%	-32%
c1ccc(Oc2nc(NCc3ccco3)nc(NCc3ccco3)n2)cc1	-10%	52%[activator]	-7%[38.3 µM]	-7%	1%[10 µM]	1%	11%
CCOC(=O)c1c(N)sc(C(=O)N2CCCCC2)c1C	-1%	1%	0%	5%	-22%[10 µM]	3%	-17%
CCN(c1ccccc1)S(=O)(=O)c1ccc(C(=O)Nc2nccs2)cc1	15%	2%	-5%[38.3 µM]	-5%	-2%	5%	3%
CC(C)(C)NC(=O)/C=C/c1ccc(C(F)(F)F)cc1	-2%	-7%	8%	2%	x	-2%	18%
COc1ccc([N+](=O)[O-])cc1N(CC(O)CN1CCCCC1)S(=O)(=O)c1ccc(C)cc1 (stereo not drawn)	u	6%	4%	11%	-48%[inhibitor][10 µM]	2%	-31%[9.22 µM]
Cc1nn(CC(=O)N/N=C/c2cccs2)c(C)c1[N+](=O)[O-]	1%	-1%	x	x	-14%[10 µM]	3%	-6%[9.22 µM]
O=[N+]([O-])c1cc(-c2nnc(Nc3ccc(O)cc3)c3ccccc23)ccc1N1CCOCC1	16µM*	-6%	18%	-4%	2%[10 µM]	-1%	u
CCOC(=O)Nc1sc(C(=O)N(CC)CC)c(C)c1C(=O)OCC	-7%	-3%	26%[38.3 µM]	1%	-6%[10 µM]	-8%	8%
COCCNCC(=O)NC12CC3CC(CC(C3)C1)C2	7%	10%	-2%[38.3 µM]	-2%[15.4 µM]	-29%[0.074 µM]	0%	7%
CN(C)c1ccnc(-c2ccccc2C(F)(F)F)n1	x	1%	-3%	x	8%	7%	x
Cc1cc(NC(=O)CCC(=O)N(c2ccccc2)C(C(=O)NC2CCCC2)c2ccncc2)no1 (stereo not drawn)	-13%	-1%	6%[38.3 µM]	-4%	-5%[10 µM]	2%	-2%[9.22 µM]
CC(C)(O)C#Cc1ccc(C(=O)NCc2ccccc2F)cc1	0%	5%	-6%	-4%	x	2%	u
Cc1ccc(-c2c[n+](CC(=O)c3ccc(Br)cc3)c3n2CCCCC3)cc1	x	1%	1%	-2%	-151%[inhibitor]	-17%	-17%
CC(=O)c1sc(NCCOc2ccc(C)cc2)nc1C	12%	-16%	-11%	2%	x	-5%	-27%
COc1ccc(N2C(=O)CC(N3CCN(C4CCc5ccccc5C4)CC3)C2=O)cc1 (stereo not drawn)	6%	-1%	23%[38.3 µM]	-10%	1%[1.9 µM]	0%	-1%
Cc1ccc(NC2=C(Cl)C(=O)N(C3CCCCC3)C2=O)cc1	7%	-6%	-2%	-3%	18%[10 µM]	3%	2%
O=C1NN(c2ccccc2)C(=O)/C1=C\c1ccccc1OCC(=O)N1CCOCC1	u	-7%	-19%[38.3 µM]	u	22%	-8%	13%
Cc1cccc(N(C(=O)c2csnn2)C(C(=O)NC(C)(C)C)c2cccnc2)c1 (stereo not drawn)	7%	-14%	0%	11%	13%[10 µM]	-1%	5%[9.22 µM]
Cc1ccc(/C=N/N=C/c2ccc(C)s2)s1	8%	6%	1%	-3%	20%[10 µM]	-6%	8%
Cc1ccc([N+](=O)[O-])cc1S(=O)(=O)NCCc1c(C)[nH]c2c(C)cccc12	-3%	12%	2%	-1%	21%[10 µM]	8%	10%
c1ccc(-c2csc(NNC3=NCCCCC3)n2)cc1	18%	-1%	38%[activator][38.3 µM]	-3%	-3%[10 µM]	10%	-6%
COC(C[C@@H](O)C[C@@H](O)COCc1ccccc1)OC	5%	4%	x	x	-5%[10 µM]	3%	14%[9.22 µM]
Nc1c(C(=O)NCCN2CCOCC2)c2nc3ccccc3nc2n1-c1ccccc1	-4%	1%	-15%[38.3 µM]	u	-17%	u	u
CCCn1nc(C(=O)NC2CCCc3ccccc32)c2ccccc2c1=O (stereo not drawn)	5%	-1%	18%	-3%	7%[10 µM]	3%	u
C=CCNC(=S)NCc1ccc(CNC(=S)NCC=C)cc1	3%	4%	1%	-7%	-33%	-1%	3%
O=c1[nH]c(CS(=O)(=O)c2ccccc2)nc2ccccc12	3%	9%	3%	0%	23%[1.9 µM]	0%	-4%
CCOc1ccc2nc(Cl)sc2c1	3%	4%	6%	-1%	9%	x	4%
Cc1ccc2oc(=O)c3cnn(CC(=O)N4CCCCC4C)c3c2c1 (stereo not drawn)	1%	15%	6%[38.3 µM]	3%	-12%	-2%	-6%
CCOc1ccc(C2CC(c3cccc(C)c3)n3nc(N)nc3N2)cc1 (stereo not drawn)	-9%	2%	7%	-1%	0%	1%	5%

Following part.
compound	GAA glycogen mod	GoLoco inh red	IMPase Li cell	GAA inhib	HTT cytoprotect	GAA spleen mod	HTT aggregate
CC(=O)C1=C(O)C(=O)N(CCc2c[nH]c3ccccc23)C1c1ccccc1 (stereo not drawn)	3%	3%	-25%	0%	u	3%	u
Cc1nn(Cc2ccc(Cl)cc2)c(Cl)c1/C=N/NC(=O)CNc1ccccc1F	0%	x	x	2%	7%[10 µM]	u	12%
Cc1ccc2c(c1)C(=O)CCCCC(=O)N2	2%	-12%	x	x	-2%[10 µM]	-11%	2%[9.22 µM]
O=C1CCC/C(=N\NC(=O)c2ccc(NS(=O)(=O)c3ccc(Br)cc3)cc2)C1	-3%	15%	-8%	u	32%[10 µM]	5%	4%
CN(c1ccccc1)S(=O)(=O)c1cccc(C(=O)N2CCN(c3ccccn3)CC2)c1	3%	3%	1%[38.3 µM]	-3%	-5%[10 µM]	-4%	5%[9.22 µM]
O=C(Nc1ccc2c(c1)OCO2)c1c(F)c(F)c(F)c(F)c1F	-1%	10%	11%[38.3 µM]	-5%	-23%	1%	u
O=C(O)CCC(=O)Nc1cccc2cccnc12	16%	2%	3%	u	6%[10 µM]	-1%	1%[9.22 µM]
O=C(NC1CCCCCC1)C(=S)N1CCCC1	-9%	10%	0%	-5%	-29%	13%	-5%
Oc1c(N=NC(=S)Nc2ccccc2F)c2ccccc2n1Cc1cccc(Cl)c1	-6%	3%	6%	-16%	-5%	-4%	u
O=C(CSc1nnc2c(n1)[nH]c1ccc(S(=O)(=O)N3CCOCC3)cc12)Nc1ccc(F)c(F)c1	-22%	12%	4%	-12%	-48%[inhibitor]	-3%	-30%
S=C(NCc1ccc2[nH]c3c(c2c1)CCCC3)Nc1ccccc1Cl	-29%	17%	17%	1%[15.4 µM]	x	-13%	4%
O=C(COc1cccc2cccnc12)Nc1ccccc1N1CCOCC1	6%	5%	3%	2%	-26%	-3%	9%
CCOC(=O)N1CCC(Nc2c(NCCCN(C)Cc3ccccc3)c(=O)c2=O)CC1	12%	5%	9%[38.3 µM]	-3%	4%	-15%	-7%
CC(C)C(OC(=O)CCC(=O)Nc1nccs1)C(=O)NC1CCCCC1 (stereo not drawn)	-4%	8%	17%	0%	-23%[10 µM]	2%	-10%[9.22 µM]
Cc1cc(C)n(-c2nc(NC(C)(C)C)nc(NC(C)(C)C)n2)n1	2%	9%	1%[38.3 µM]	2%	-5%	-6%	24%
CCc1ccccc1NC(=O)c1ccccc1Sc1ccc([N+](=O)[O-])cc1Cl	-2%	10%	2%	-1%	-9%[10 µM]	-1%	2%
Cc1nn(-c2ccccc2)c2c1P(=O)(O)/C(=C1\N(C)c3ccccc3C1(C)C)C=N2	2%	66%[activator]	7%[38.3 µM]	-4%	-13%[10 µM]	-26%	-6%
Cc1c(C(=O)NCC2CCCO2)oc2ccc(S(=O)(=O)N3CCCC3)cc12 (stereo not drawn)	0%	-4%	22%[38.3 µM]	-3%	-18%	2%	-12%
CCN(CC)CCOC(=O)[C@@H](Cc1cccc2ccccc12)C[C@@H]1CCCO1	x	-6%[21.6 µM]	14%	x	u	-1%[29.1 µM]	-15%[20.6 µM]
Cc1ccc(/C=C2\S/C(=N/S(=O)(=O)c3cccs3)NC2=O)cc1	2%	9%	x	x	18%[10 µM]	-6%	19%[9.22 µM]
Cc1ccc(-n2c(C)nn(CC#N)c2=O)cc1	1%	5%	-9%	-4%	2%	x	-5%

Shown with values under each structure: 9 of the compounds above
Values run as follows: GAA glycogen mod	GoLoco inh red	IMPase Li cell	GAA inhib	HTT cytoprotect	GAA spleen mod	HTT aggregate
> Oc1c(N=NC(=S)Nc2ccccc2F)c2ccccc2n1Cc1cccc(Cl)c1
→ -6%	3%	6%	-16%	-5%	-4%	u
> O=C(CSc1nnc2c(n1)[nH]c1ccc(S(=O)(=O)N3CCOCC3)cc12)Nc1ccc(F)c(F)c1
→ -22%	12%	4%	-12%	-48%[inhibitor]	-3%	-30%
> S=C(NCc1ccc2[nH]c3c(c2c1)CCCC3)Nc1ccccc1Cl
→ -29%	17%	17%	1%[15.4 µM]	x	-13%	4%
> O=C(COc1cccc2cccnc12)Nc1ccccc1N1CCOCC1
→ 6%	5%	3%	2%	-26%	-3%	9%
> CCOC(=O)N1CCC(Nc2c(NCCCN(C)Cc3ccccc3)c(=O)c2=O)CC1
→ 12%	5%	9%[38.3 µM]	-3%	4%	-15%	-7%
> CC(C)C(OC(=O)CCC(=O)Nc1nccs1)C(=O)NC1CCCCC1 (stereo not drawn)
→ -4%	8%	17%	0%	-23%[10 µM]	2%	-10%[9.22 µM]
> Cc1cc(C)n(-c2nc(NC(C)(C)C)nc(NC(C)(C)C)n2)n1
→ 2%	9%	1%[38.3 µM]	2%	-5%	-6%	24%
> CCc1ccccc1NC(=O)c1ccccc1Sc1ccc([N+](=O)[O-])cc1Cl
→ -2%	10%	2%	-1%	-9%[10 µM]	-1%	2%
> Cc1nn(-c2ccccc2)c2c1P(=O)(O)/C(=C1\N(C)c3ccccc3C1(C)C)C=N2
→ 2%	66%[activator]	7%[38.3 µM]	-4%	-13%[10 µM]	-26%	-6%

Source: PubChem BioAssay
